Bcl-W Bim block – human Bim-Bcl-W interaction inhibition; inhibition, % at 10 µM; bead-based flow cytometry, Bim peptide-Bcl-W binding; Q92843; 0.02% of 190,000 active; AID 952;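 further: 0% = bound tracer without compound and 100% = peptide blocker; higher means less fluorescent Bim peptide bound to Bcl-W beads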
RGS4-Gao reg – modulates binding of RGS4 to human Galphao; P09471; Multiplexed bead flow cytometry; actives lie on both sides; binding response (% of control), % at 10 µM; 0.33% of 220,000 active; AID 1415; in the data active means binding response below about 49% or above about 150%; inactive means in between;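 further: fluorescent Galphao activated with aluminum fluoride binding bead-coupled RGS4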
Bim-Bcl-XL – inhibitors of Bim-Bcl-XL interaction, human | 0.04% of 190,000 active | Bim peptide-Bcl-XL binding, bead flow cytometry, fluorescence | Q07817 | inhibition, % at 10 µM
Target sequence (Q07817 whole entry, looked up): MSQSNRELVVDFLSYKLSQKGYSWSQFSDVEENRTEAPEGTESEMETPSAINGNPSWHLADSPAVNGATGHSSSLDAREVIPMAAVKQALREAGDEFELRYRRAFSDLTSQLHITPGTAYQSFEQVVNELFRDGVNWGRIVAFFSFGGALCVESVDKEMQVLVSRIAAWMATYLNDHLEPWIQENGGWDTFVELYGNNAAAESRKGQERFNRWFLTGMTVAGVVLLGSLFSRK
Mcl-1 Bim block – human Bim-Mcl-1 interaction inhibition | inhibition, % at 10 µM | 0.1% of 190,000 active | Q07820 | Bead-based flow cytometry, Bim peptide-Mcl-1 binding | AID 1009;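 further: 0% = no compound tracer wells and 100% = peptide blocker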
ABCB1 block – inhibitors of human ABCB1 transporter, ABCG2 counter-screen | P08183 | CCRF-Adr cells, JC-1 efflux, flow cytometry | inhibition, % at 6.6 µM | 0.067% of 190,000 active | AID 1326; in the data active means inhibition above about 40%;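 further: 0% = vehicle and 100% = reference inhibitor; higher value means more JC-1 retained so stronger ABCB1 efflux block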
Bcl-2 Bim block – inhibitors of Bim-Bcl-2 interaction, human; inhibition, % at 10 µM; P10415; Bead-based flow cytometry, Bim peptide-Bcl-2 binding; AID 950; 0.06% of 190,000 active; in the data active means inhibition above about 40%; inconclusive means no clear call, values can overlap the other calls;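 further: 0% = no compound wells with probe peptide and 100% = reference peptide inhibitor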
ABCG2 inh – human ABCG2 inhibition, ABCB1 as counter-screen | Q9UNQ0 | IgMXP3 cells, JC-1 efflux, flow cytometry | inhibition, % at 6.6 µM | 0.1% of 190,000 active | AID 1325;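 active means inhibition above 80%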;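 further: 0% = DMSO and 100% = nicardipine control wells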
Target sequence (Q9UNQ0 whole entry, looked up): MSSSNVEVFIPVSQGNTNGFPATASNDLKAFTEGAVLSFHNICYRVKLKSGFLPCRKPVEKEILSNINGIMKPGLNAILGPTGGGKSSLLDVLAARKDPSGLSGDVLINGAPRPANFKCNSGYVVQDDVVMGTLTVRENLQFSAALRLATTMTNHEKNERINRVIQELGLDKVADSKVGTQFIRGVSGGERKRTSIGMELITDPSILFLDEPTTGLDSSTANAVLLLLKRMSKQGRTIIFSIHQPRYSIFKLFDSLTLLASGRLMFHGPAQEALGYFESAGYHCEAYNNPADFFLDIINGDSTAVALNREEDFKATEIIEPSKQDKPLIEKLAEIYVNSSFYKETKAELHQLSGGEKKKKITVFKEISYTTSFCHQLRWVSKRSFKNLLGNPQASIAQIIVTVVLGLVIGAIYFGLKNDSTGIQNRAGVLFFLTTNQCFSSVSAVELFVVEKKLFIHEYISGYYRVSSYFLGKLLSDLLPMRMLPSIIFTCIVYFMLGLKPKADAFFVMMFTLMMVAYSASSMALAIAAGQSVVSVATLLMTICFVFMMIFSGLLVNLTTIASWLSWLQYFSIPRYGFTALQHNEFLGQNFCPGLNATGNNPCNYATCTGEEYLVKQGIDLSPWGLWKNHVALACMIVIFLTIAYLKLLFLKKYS
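material = IgMXP3 (ABCG2) plus far-red-tagged CCRF-Adr (ABCB1) cells | amount = 3 million cells/mL, equal mix of both lines | also added = JC-1 transporter substrate | dosing = one concentration, 6.6 µM final | schedule = 10 min at 25 °C | measured by = flow cytometric JC-1 green MFI at 530 nm | read-out basis = percent efflux inhibition, scaled nicardipine 100% to DMSO 0%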
RGS7-Gao reg – modulates binding of RGS7 to human Galphao; Multiplexed bead flow cytometry; actives lie on both sides; binding response (% of control), % at 10 µM; 0.35% of 220,000 active; AID 1439; in the data active means binding response below about 49% or above about 150%; inconclusive means no clear call, values can overlap the other calls; inactive means in between;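 further: fluorescent Galphao held in activated GDP-AlF4 state binding bead-coupled RGS7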
Bim-Bcl-B – inhibitors of Bim-Bcl-B interaction, human; Q9HD36; AID 951; inhibition, % at 10 µM; bead-based flow cytometry, Bim peptide-Bcl-B binding; 0.073% of 190,000 active;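 further: 0% = tracer peptide without compound and 100% = reference inhibitor peptide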
Bim-Bfl-1 – human Bim-Bfl-1 interaction inhibition; Q16548; 0.12% of 190,000 active; Bead-based flow cytometry, Bim-Bfl-1 binding inhibition; inhibition, % at 10 µM;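 further: 0% = wells without compound plus tracer and 100% = blocker peptide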
RGS8-Gao reg – regulators of human RGS8-Galphao interaction; multiplexed bead flow cytometry, RGS8-Galphao binding; actives lie on both sides; AID 1423; 0.34% of 220,000 active; response (percent of control binding), % at 10 µM; in the data active means response below about 60% or above about 140%; inactive means in between;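 further: Galphao activated as the GDP aluminium fluoride complex binding bead-coupled RGS8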
Active calls of the source: *; ? = inconclusive; . = no result given; + = active, no number; [ ] = remark or other dose. Unless noted, no stated cut-off is given here; in the data, active means inhibition above about 40%.

SMILES | Bcl-W Bim block | RGS4-Gao reg | Bim-Bcl-XL | Mcl-1 Bim block | ABCB1 block | Bcl-2 Bim block | ABCG2 inh | RGS7-Gao reg | Bim-Bcl-B | Bim-Bfl-1 | RGS8-Gao reg
CC(=O)c1c(C)[nH]c(C(=O)NC(C)c2ccccc2)c1C (stereo not drawn) | -2 | 101 | 0 | -2 | 1.4 | -2 | 8 | ? | -3 | -6 | 100
Cn1cc(C(=O)c2cccc(Cl)c2Cl)cc1C(=O)O | 0 | 101 | -1 | 0 | 0.1 | -1 | 0 | 101 | -2 | 1 | 100
COc1ccc(/C(O)=C(\C#N)c2nc3ccccc3n2C)cc1OC | 1 | 102 | -4 | 0 | 0.7 | -8 | 8 | 96 | -4 | -9 | 104
COc1ccc(-n2nnnc2SCC(=O)Nc2ccc3c(c2)OCCO3)c(OC)c1 | -1 | 100 | 0 | 0 | 0.3 | -4 | 1 | 102 | 1 | 2 | 99
CCSc1ccccc1C(=O)N1CCN(Cc2ccc3c(c2)OCO3)CC1 | 2 | 91 | -1 | 0 | 0.4 | -4 | 1 | 100 | -8 | -4 | 96
Cc1ccc(S(=O)(=O)N(C)C)cc1NC(=O)COC(=O)Cc1ccc(Br)cc1 | -1 | 104 | -4 | -1 | 0.4 | -2 | 7 | 102 | -1 | -3 | 100
Cc1ccc(S(=O)(=O)/N=C/c2cc(Br)ccc2O)cc1 | 0 | 100 | -1 | 0 | -0.3 | -1 | -2 | 97 | -5 | -3 | 102
COc1ccc(N=Cc2c(O)c3ccccc3oc2=O)cc1 | -4 | 103 | -6 | -1 | 0.0 | -6 | 0 | 105 | -6 | -8 | 100
CCC1CCCCN1C(=O)CSc1nnc(CNC(=O)c2cc(OC)c(OC)c(OC)c2)o1 (stereo not drawn) | 0 | 101 | -1 | -2 | 0.0 | -2 | 0 | 99 | -2 | -1 | 101
COc1ccc(CNC(=O)c2cc(C3CC3)on2)cc1 | 0 | 99 | -2 | 0 | -2.4 | -8 | -4 | 96 | -4 | -8 | 98
COCCn1c(SCC(=O)Nc2ccccc2)nc2c1c(=O)[nH]c(=O)n2C | 1 | 102 | -2 | 1 | -2.8 | -4 | -4 | 110 | -5 | -10 | 101
O=[N+]([O-])c1ccc2c(c1)oc1ccccc12 | -2 | 101 | 0 | -5 | 0.6 | -3 | 3 | 100 | -2 | 0 | 99
COc1cccc(NC(=O)COc2ccc3c(c2)CCC3)c1 | -2 | 98 | 0 | -2 | -0.1 | -4 | 2 | 102 | -3 | -14 | 101
CC(C)(Oc1ccc(Cl)cc1)C(=O)OCC(=O)Nc1ncc(Cl)cc1Cl | 0 | 100 | -1 | -3 | 0.4 | -2 | 3 | 105 | 1 | -1 | 101
CCOc1ccc(S(=O)(=O)NCCC(=O)NCc2ccco2)cc1 | 1 | 100 | -3 | -4 | 0.2 | 1 | 0 | 102 | -1 | -1 | 101
O=C(O)c1ccc(NC2=C(N3CCOCC3)C(=O)c3ccccc3C2=O)cc1 | 1 | 99 | -2 | 5 | 1.1 | 5 | 8 | 99 | 0 | 0 | 103
COc1ccc(C2NC(c3ccc(OC)cc3)C(c3ccccc3)C(=O)C2c2ccccc2)cc1 (stereo not drawn) | -1 | 102 | 0 | -5 | 0.7 | 3 | 0 | 102 | 0 | 6 | 102
Nc1ccccc1S(=O)(=O)NC1=NCCCCC1 | -1 | 104 | -3 | -2 | 0.2 | -2 | 0 | 97 | -4 | 0 | 100
CSCCC(NC(N)=O)C(=O)NCc1ccccc1Cl (stereo not drawn) | -1 | 74 | 5 | 0 | 0.3 | 3 | -1 | 80 | -2 | 2 | 95
CCOC(=O)CNC(=O)CSc1nc2cccnc2n1C | 7 | 109 | 3 | 0 | 0.8 | 8 | 2 | 107 | 6 | 6 | 108

Entries of single compounds from above:
COCCn1c(SCC(=O)Nc2ccccc2)nc2c1c(=O)[nH]c(=O)n2C is listed with Bcl-W Bim block: 1; RGS4-Gao reg: 102; Bim-Bcl-XL: -2; Mcl-1 Bim block: 1; ABCB1 block: -2.8; Bcl-2 Bim block: -4; ABCG2 inh: -4; RGS7-Gao reg: 110; Bim-Bcl-B: -5; Bim-Bfl-1: -10; RGS8-Gao reg: 101
CC(C)(Oc1ccc(Cl)cc1)C(=O)OCC(=O)Nc1ncc(Cl)cc1Cl is listed with Bcl-W Bim block: 0; RGS4-Gao reg: 100; Bim-Bcl-XL: -1; Mcl-1 Bim block: -3; ABCB1 block: 0.4; Bcl-2 Bim block: -2; ABCG2 inh: 3; RGS7-Gao reg: 105; Bim-Bcl-B: 1; Bim-Bfl-1: -1; RGS8-Gao reg: 101

Other records follow:
SMILES | Bcl-W Bim block | RGS4-Gao reg | Bim-Bcl-XL | Mcl-1 Bim block | ABCB1 block | Bcl-2 Bim block | ABCG2 inh | RGS7-Gao reg | Bim-Bcl-B | Bim-Bfl-1 | RGS8-Gao reg
CCCc1nc2ccc(NC(=O)c3cccs3)cc2c(=O)n1Cc1ccccc1Cl | -4 | 96 | -9 | -5 | -0.3 | -5 | -3 | 99 | -9 | -9 | 100
COc1ccc(C)cc1NC(=S)NNC(=O)c1ccccc1Cl | -2 | 104 | -5 | -3 | -0.1 | 0 | 2 | 102 | -1 | 2 | 99
O=C(/C=C/c1ccc(Cl)cc1Cl)NCCSCc1ccccc1 | -2 | 103 | -8 | -4 | 0.4 | -3 | 6 | 102 | -4 | -2 | 96
Cc1ccc(C(=O)/C=C/Nc2ccccc2C(N)=O)cc1 | 2 | 100 | -1 | 0 | -0.2 | -2 | 2 | 99 | -1 | 0 | 98
O=C(Oc1cccc(-n2cnnn2)c1)c1ccco1 | -4 | 104 | -2 | 0 | 0.2 | -1 | 10 | 104 | 0 | 0 | 102
CCCc1cc(=O)[nH]c(SCC(=O)N(C)CC(=O)Nc2ccccc2CC)n1 | 3 | 103 | -6 | 2 | -0.1 | -1 | -1 | 102 | 0 | -6 | 104
O=C(CSc1nnc2n1CCCN2)c1ccc(Cl)cc1 | -1 | +[activator] | -1 | -1 | 0.1 | 0 | 0 | -278* | -10 | 7 | -19*
COc1ccc(C)cc1NC(=O)CSc1nc(SC)ns1 | -2 | 97 | -2 | -4 | 1.5 | -3 | 5 | 99 | -1 | -3 | 100
Cc1ccc(-c2nc(NC(=O)c3nn(C)cc3[N+](=O)[O-])sc2C)cc1C | 0 | 105 | -4 | 0 | 0.1 | -6 | 1 | 104 | -5 | -10 | 100
O=C(Nc1ccc(N2CCOCC2)cc1)C1CC1 | -4 | 102 | -9 | -7 | 0.3 | -13 | 6 | 100 | -9 | -18 | 100
Cc1ccc(SCc2cc(=O)[nH]c(N3CCOCC3)n2)cc1 | 0 | 98 | -2 | 0 | 1.0 | 0 | 6 | 95 | -2 | 2 | 97
C=CCN1C(c2ccccc2)=CS/C1=C(/C#N)c1nnc(N2CCOCC2)n1-c1ccccc1 | -3 | 100 | -8 | -7 | 1.4 | -1 | 2 | 107 | -11 | 3 | 103
CCC1CCCCN1C(=O)c1sc2ncnc(N(CC)CC)c2c1C (stereo not drawn) | -4 | 100 | 0 | -2 | 0.5 | -3 | 2 | 101 | -7 | -3 | 100
COc1ccc(/C=N/OCC(=O)N=Nc2c(O)[nH]c3ccc(Br)cc23)cc1 | 1 | 106 | -1 | 4 | 1.0 | -1 | 10 | 100 | -1 | -1 | 101
Cc1nc2ncnn2c(C)c1Cc1cccc(C(F)(F)F)c1 | 0 | 101 | -3 | -1 | 0.5 | 1 | 1 | 99 | 0 | 2 | 102
COc1ccccc1C(=O)NC(C)C(c1cccs1)N1CCOCC1 (stereo not drawn) | -2 | 115 | -4 | -1 | 0.4 | -4 | 8 | 110 | -5 | -3 | 104
CCSC(=O)NC12CC3CC(CC(C3)C1)C2 | 2 | 100 | 9 | 0 | 0.3 | -2 | 3 | 102 | -10 | -7 | 107
O=C(NCc1ccco1)C(=O)N1CCCC1 | 0 | 98 | -4 | -2 | 0.5 | -2 | 1 | 97 | -1 | -5 | 100
O=C(NCCc1ccccc1)C1CCN(S(=O)(=O)c2cccs2)CC1 | . | 105 | . | . | 0.5 | ? | 2 | 102 | . | . | 103
Cc1ccc2c(C)c(C(=O)Nc3c(C)n(C)n(-c4ccccc4)c3=O)oc2c1 | -3 | 101 | -6 | 0 | 0.4 | -9 | 5 | 101 | -6 | -15 | 100
O=C(NCc1n[nH]c(=S)n1-c1ccc(Br)cc1)c1ccc(S(=O)(=O)N2CCCC2)cc1 | 2 | 100 | -2 | -1 | -0.5 | -1 | -2 | 97 | -27 | 5 | 100
CSc1nc(-c2ccco2)nn1C(=O)Cc1ccccc1 | -1 | 101 | -8 | 2 | 1.3 | -11 | 21 | 104 | -6 | -17 | 101
CC(=O)Nc1ccc(NC(=O)COC(=O)c2n[nH]c3ccccc23)cc1 | -4 | 105 | -4 | -4 | -0.2 | -7 | 1 | 105 | -1 | -3 | 106
CCOc1ccc(C2CC(c3ccc(OC)c(OC)c3)n3nc(N)nc3N2)cc1 (stereo not drawn) | 6 | 110 | 0 | 3 | -3.0 | -7 | -4 | 112 | -3 | -4 | 111
O=C(CCNS(=O)(=O)c1ccc(Br)s1)N1CCN(c2ccccc2)CC1 | -2 | 100 | -2 | 0 | 0.6 | -4 | 6 | 103 | 0 | -1 | 100
C/C=C/c1ccc(OCCCCN2CC(C)CC(C)C2)c(OC)c1 (stereo not drawn) | -1 | 102 | -1 | 0 | 2.3 | -2 | 6 | ? | -2 | -3 | 102
CC(C)CNC(=O)c1ccccc1NC(=O)CN(c1ccc2c(c1)OCCO2)S(C)(=O)=O | 1 | 98 | -2 | -3 | 0.8 | 2 | 2 | 97 | 1 | 1 | 100
O=C(NC1CCN(Cc2ccccc2)CC1)c1c(F)cccc1F | -4 | 102 | -4 | -5 | -0.1 | 0 | -2 | 101 | -6 | -1 | 99
COc1ccc(NC(=O)C2=C(C)NC(=S)NC2c2ccc(O)c(OC)c2)cc1 (stereo not drawn) | -3 | 102 | -14 | -5 | 0.6 | -11 | 2 | 102 | -22 | -7 | 100
O=C(Cn1ncc2c1-c1ccccc1OC2)Nc1cccc(Cl)c1 | 0 | 100 | -2 | -1 | 0.2 | -8 | 1 | 100 | -10 | -7 | 98
CCOc1ccc2nc3c(cc2c1)CN(CCCO)C(=NCCOC)S3 | 4 | -8.3* | 0 | 2 | 0.5 | -3 | 1 | -5.5* | -9 | 1 | 7.0*
CC(=O)c1ccc(NC(=O)CC23CC4CC(C2)CC(n2nnc(C)n2)(C4)C3)cc1 | 4 | 102 | -1 | 2 | 2.0 | -6 | 22 | 90 | -4 | -2 | 99
CCOC(=O)c1cccc2c1-c1ccccc1/C2=N/O | 4 | 103 | 0 | 0 | -0.1 | 1 | 0 | 102 | 1 | -2 | 106
CCOc1ccc(C(=O)N(c2ccccn2)C2CCCCC2)cc1 | 2 | 101 | 1 | 1 | 1.7 | -3 | 2 | ? | -3 | -5 | 101

High-throughput results from PubChem.
